KCNH2 3.1 block – inhibitors of human KCNH2 3.1 potassium channel isoform; activity change, % (tested at about 1.8 µM); 0.95% of 340,000 active; U2OS KCNH2 3.1, thallium flux FluxOr; hits give low values;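 active means maximum activity change below -70%; inconclusive means maximum activity change from -70% to -50%; inactive means maximum activity change above -50%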;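 further: thallium influx rate constant from kinetic fluorescence after stimulation buffer; on the % scale 0 is the no-effect control and ±100 the full control effect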
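Channel expression came from 3.1 mutant virus (1.77 x 10^8 /mL) applied to suspended U2OS cells for 4 h. Flux was tracked with FluxOr dye plus Red40 quencher, and kinetic rate constants normalized to controls.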
Menin-MLL TR inh – displaces Texas Red mutant MLL peptide from human menin; 0.23% of 270,000 active; Potency, µM (titrated, usually from 61.6 µM), without a hit: at the top dose FP activity change, negative = inhibition, usual class: inhibitors; Menin + Texas Red MLL mutant peptide, fluorescence polarization; O00255; active means well fitted inhibition curve with a large enough effect in the polarisation, with a control signal flat, not every such curve was filed as active; inconclusive means small, poorly fitted or top-dose-only effect, or effect the other way, or a change in a side signal; inactive means no such curve, though single readings can be large or run the other way; the % refers to the polarisation; further: potency means the concentration at half of the fitted maximal effect; % of control where 0% means no effect; many of its hits are not listed in these tables
Target sequence (O00255 whole entry, looked up): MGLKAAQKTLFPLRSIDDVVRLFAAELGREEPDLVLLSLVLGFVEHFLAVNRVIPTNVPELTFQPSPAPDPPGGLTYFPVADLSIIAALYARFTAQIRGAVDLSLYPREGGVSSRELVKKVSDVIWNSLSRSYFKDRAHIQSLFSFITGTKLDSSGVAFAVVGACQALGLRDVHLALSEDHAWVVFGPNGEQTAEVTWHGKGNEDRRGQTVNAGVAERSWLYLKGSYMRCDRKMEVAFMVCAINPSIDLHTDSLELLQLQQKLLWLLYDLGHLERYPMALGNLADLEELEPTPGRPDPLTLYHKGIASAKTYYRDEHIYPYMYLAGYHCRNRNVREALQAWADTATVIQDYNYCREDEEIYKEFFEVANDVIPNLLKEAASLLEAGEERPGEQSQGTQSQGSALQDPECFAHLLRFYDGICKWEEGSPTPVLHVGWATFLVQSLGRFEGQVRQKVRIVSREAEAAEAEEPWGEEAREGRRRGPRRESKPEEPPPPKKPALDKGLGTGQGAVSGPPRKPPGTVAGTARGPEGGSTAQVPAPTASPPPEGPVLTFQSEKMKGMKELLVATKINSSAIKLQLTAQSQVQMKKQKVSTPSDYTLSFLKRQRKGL
MLL CXXC-DNA inh – MLL CXXC-DNA interaction inhibition; Potency, µM (series often up to 115 µM), for inactives: top-dose activity change, negative = inhibition, actives largely listed as inhibitors; MLL-CXXC / FITC-HOXA9 DNA fluorescence polarization; 0.037% of 290,000 active; AID 2662; Q03164; active means well fitted inhibition curve with a large enough effect in the polarisation, with a control signal flat, not every such curve was filed as active; inconclusive means small, poorly fitted or top-dose-only effect, or effect the other way, or a change in a side signal; inactive means no such curve, though single readings can be large or run the other way; the % refers to the polarisation; further: potency means the concentration at half of the fitted maximal effect
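Steps: dispense CXXC domain solution (7 uM) → pin compounds or unlabeled HOX-A9 DNA control → 5 min ambient → add FLSN-HOX-A9 solution (50 nM) → spin → 30 min ambient → fluorescence polarization. Tris pH 7.5/NaCl/DTT/BSA buffer.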
Giardia kill – kills Giardia lamblia. AID 540267. activity change, % at 7.66 µM, hits read low. Giardia lamblia trophozoite viability. 0.15% of 340,000 active; in the data active means activity change below about -80%; inconclusive means between about -30% and that limit;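 further: parasites exposed to compound for two days anaerobically before the ATP read; on the % scale 0 is the no-effect control and ±100 the full control effect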
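Trophozoites 100 cells/well + cpd; 48 hrs, 37 deg C, anaerobic. ATPLite 1-Step added, 15-30 min RT, luminescence read (ATP-based viability).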
GALK inhibitor – galactokinase (human) inhibition; Purified GALK, Kinase-Glo residual ATP luminescence; Potency, µM (series often up to 57.5 µM), inactives show at the top dose activity change, negative = inhibition, actives largely listed as inhibitors; P51570; 0.007% of 270,000 active; further: potency means the concentration at half of the fitted maximal effect; on the % scale 0 is the no-effect control and ±100 the full control effect
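GALK at 5 nM final was combined with compound, 35 uM ATP and 100 uM galactose in HEPES pH8.0 with MgCl2 and DTT. The reaction ran one hour at room temperature before luminescent ATP detection.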
hERG WT inh – blocks the wildtype human KCNH2 potassium channel. Q12809. U2OS, BacMam KCNH2, thallium flux FluxOr; hits give low values. activity change, % at 1.84 µM. 0.37% of 340,000 active;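 active means maximum activity change below -70%; inconclusive means maximum activity change between -70% and -50%; inactive means maximum activity change above -50%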; further: on the % scale 0 is the no-effect control and ±100 the full control effect
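U2OS cells were transduced with wild-type KCNH2 virus (2.03 x 10^8 / mL) for 4 h at room temperature, then cultured overnight at 37 C. Thallium flux was read with FluxOr dye. Rate constants were normalized to DMSO controls.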
PKM2 act – increases activity of human pyruvate kinase M2. P14618. purified PKM2, Kinase-Glo ATP luminescence, activation; response scale: 0% is enzyme alone, no compound. Potency, µM (doses to about 57.5 µM), without a hit: top-dose activation, most hits filed as activators. 0.34% of 260,000 active. AID 1631; further: potency means the concentration at half of the fitted maximal effect; on the % scale 0 is the no-effect control and ±100 the full control effect; nearly all actives have a fitted effect of over 55% in size
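hPK-M2, >95% pure; 0.1 mM ADP / 0.5 mM PEP final; imidazole pH7.2 buffer w/ 7 mM MgCl2, 50 mM KCl; 1 h RT; Kinase-Glo lum. Intermediate enzyme activity for dual inhibitor/activator qHTS.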
Coupling enz – coupling enzyme interference in Giardia aldolase counter-screen; coupling enzyme system counterscreen, AmpLite Red fluorescence; activity change, negative = inhibition, % at 58.2 µM, hits read low; 0.67% of 290,000 active; AID 2472; in the data active means activity change below about -30%; further: on the % scale 0 is the no-effect control and ±100 the full control effect
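Counterscreen of the coupled detection system alone, without aldolase: glyceraldehyde-3-phosphate coupling enzymes plus AmpLite Red readout. Compounds at 57.5 uM final, 10 min RT preincubation, 20 min RT reaction, fluorescence 525/598 nm.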
B2AR arrestin – recruits beta-arrestin to the human beta2-adrenergic receptor; beta-arrestin recruitment to beta2AR, cell-based reporter; Potency, µM (titrated, usually from 46.1 µM), inactives show top-dose activation, hits mostly activators; 0.02% of 330,000 active;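 further: potency means the concentration at half of the fitted maximal effect; 0% = DMSO controls and full agonism = EC100 isoproterenol or metaproterenol; nearly all actives have a fitted effect of over 65% in size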
USP2a block – inhibitors of human ubiquitin-specific protease USP2a. Potency, µM (top dose mostly 38.3 µM), for inactives: at the highest dose activity change, negative = inhibition, actives largely listed as inhibitors. 0.01% of 330,000 active. USP2 core, Ub-CHOP2 coupled fluorogenic reporter, 485/531. O75604;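 further: potency means the concentration at half of the fitted maximal effect; plate controls were DMSO wells for no effect and full inhibition by NEM control for full effect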
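Deubiquitinase activity read as fluorescence (485/531 nm) after Ub-CHOP2 cleavage activates the enterokinase reporter on its substrate; USP2 core 10nM, Ub-CHOP2 and substrate 25nM each, 30min compound preincubation then 60min RT; data normalized to NEM, curves fitted.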
TRPV1 agonist – activates the human vanilloid receptor TRPV1. Q8NER1. TRPV1-expressing cells, Fluo-8 calcium influx, agonist mode. activation, % at 8.33 µM. 0.19% of 320,000 active. AID 540275; in the data active means activation above about 80%; inconclusive means between about 30% and that limit; further: 0% is about no effect
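Cells expressing TRPV1 were dye-loaded with Fluo-8 and read kinetically: 10 s baseline, 3 min after compound (agonist portion), then 2 min after EC20 capsaicin (allosteric enhancer portion). Calcium-bound dye fluorescence at 480/520 nm.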
The depositor's hits bear a star; ? = inconclusive; · = no result given; & = joins results of further samples. Unless noted, the call rests on the fitted dose curve; in most records, active means well fitted curve in the direction sought with a large enough effect; inconclusive means small, poorly fitted or top-dose-only effect, or another doubt; inactive means no such curve, though single readings can be large; an effect the other way counts as inactive or inconclusive. Some of the compounds tested; the hit share may differ from the screen's.

Molecule | KCNH2 3.1 block | Menin-MLL TR inh | MLL CXXC-DNA inh | Giardia kill | GALK inhibitor | hERG WT inh | PKM2 act | Coupling enz | B2AR arrestin | USP2a block | TRPV1 agonist
COC(=O)[C@H](Cc1ccccc1)NC(=O)O[C@@H]1C(=O)c2cc(Br)ccc2O[C@H]1c1cccc(OC)c1 | · | -6.0%&-3.0% | 16.1% | · | · | · | 6.3% | 0.5&-4.2 | -0.3% | 3.2% | 0.3
Cc1ccc2c(c1)N(CC(=O)NCCCN1C(C)CCCC1C)C(=O)c1cccnc1O2 (stereo not given) | -7.6 | -22.8% | · | 5.3 | · | -3.2 | -15.4% | 0.9 | 0.1% | 1.6% | -2.1
Cc1ccc(NC(C(N)=O)c2c(C)[nH]c(=O)[nH]c2=O)cc1 (stereo not given) | 15.3 | 11.9% | 2.0% | -7.9 | -2.5% | -6.9 | -8.1% | 1.4 | -1.0% | 1.9% | -0.8
COc1ccccc1NC(=S)N1CCN(c2ccccc2F)CC1 | 17.3 | 0.2% | -4.4% | ? | -1.2% | -5.3 | -14.6% | -1.1 | -1.0% | -1.8% | 0.1
Cc1ccc(C)c(NC(=O)c2cc3ccccn3n2)c1 | -13.3 | -0.6% | -8.2% | -19.8 | -1.8% | -14.2 | -7.7% | -4.8 | -0.2% | -4.6% | ?
COC(=O)[C@]1(Cc2ccccc2)N[C@H](CN(C)C(=O)Nc2ccc(Cl)cc2)[C@@H]2C(=O)N(C)C(=O)[C@@H]21 | -20.9 | · | · | -3.9 | · | -3.7 | · | · | -0.9% | -1.6% | ·
CCCOc1ccc(C(C(=O)OCCN(CC)CC)c2ccccc2)cc1 (stereo not given) | -9.7 | 0.7% | ? | 5.2 | -0.5% | 8.0 | -2.6% | 1.8 | -0.1% | 0.7% | -0.4
COc1ccc(C(=O)n2nc(-c3ccco3)nc2SC)cc1OC | -177.0* | 10.0% | 13.0% | -0.1 | -0.3% | -131.9* | 0.4% | 1.0 | -0.1% | 0.9% | 0.8
COc1ccc(C(=O)NC(=S)NCc2ccccc2)cc1 | -5.2 | -7.4% | 7.5% | -15.4 | -1.7% | -6.6 | 0.6% | 1.9 | 5.1% | 1.1% | 7.0
Cc1coc2cc3oc(=O)c(CCC(=O)N4CCC(C(=O)O)(c5ccccc5)CC4)c(C)c3cc12 | -7.1 | 2.7% | -4.2% | -10.9 | · | -7.9 | 1.5% | 1.3 | -1.0% | 1.0% | -0.9
O=C(O)c1ccc(S(=O)(=O)N2CCC(n3nnc4cc(C(F)(F)F)ccc43)CC2)cc1 | -2.8 | · | 10.8% | 3.6 | 0.1% | -2.9 | · | 1.1 | -0.6% | 1.3% | 0.8
COc1ccc(-c2nc3c4c(ncn3n2)-c2ccccc2CC42CCCC2)cc1 | -2.3 | 11.7% | 9.2% | ? | -1.3% | -4.4 | 1.6% | -0.1 | -0.5% | 1.3% | -3.0
Cc1ccc(NC(=O)CS(=O)CC(=O)Nc2ccc(N3CCOCC3)cc2)cc1Cl (stereo not given) | 17.7 | 24.9% | 17.3% | 4.3 | 4.0% | 5.0 | -14.6% | -3.0 | 2.4% | ? | -1.3
Nc1c(C(=O)NCCc2ccccc2)sc2nc(N3CCOCC3)c3c(c12)CCCC3 | -8.0 | 19.0% | 0.6% | -13.6 | -0.6% | -12.0 | 1.4% | 0.5 | 0.3% | 6.1% | 0.7
CCN1C(=O)CC(NNC(=O)c2ccccc2)C1=O (stereo not given) | -37.0 | · | -10.6% | -9.1 | -0.7% | -3.2 | 18.7% | -2.8 | 3.1% | -0.9% | 4.0
Cc1cc(Br)c(NC(=O)CN2CCCC2)c(Br)c1 | 3.2 | -13.3% | 6.7% | -14.6 | -4.2% | -2.2 | -0.4% | -0.3 | 0.1% | 2.2% | 0.6
CC1CCN(C(=O)CC2C(=O)Nc3c2c(=O)n(C)c(=O)n3Cc2ccccc2)CC1 (stereo not given) | -3.6 | -10.0% | -25.4% | -5.0 | 2.3% | 3.6 | -7.6% | 1.2 | 0.2% | 0.2% | -2.6
CCOc1ccc(C(=O)CCC(=O)N(CC)CC(=O)Nc2c(F)cccc2F)cc1 | 1.7 | · | · | 13.1 | · | -13.8 | · | · | -0.6% | 1.1% | 0.2
CSCCC(NC(=O)c1ccccc1Cl)C(=O)N1CCC1 (stereo not given) | 6.6 | · | · | -0.8 | · | 0.9 | · | · | -0.1% | 2.3% | -4.3

Whole records from above. Values in the order: KCNH2 3.1 block | Menin-MLL TR inh | MLL CXXC-DNA inh | Giardia kill | GALK inhibitor | hERG WT inh | PKM2 act | Coupling enz | B2AR arrestin | USP2a block | TRPV1 agonist
`CCOc1ccc(C(=O)CCC(=O)N(CC)CC(=O)Nc2c(F)cccc2F)cc1` as listed: 1.7 | · | · | 13.1 | · | -13.8 | · | · | -0.6% | 1.1% | 0.2
`Cc1ccc(C)c(NC(=O)c2cc3ccccn3n2)c1` as listed: -13.3 | -0.6% | -8.2% | -19.8 | -1.8% | -14.2 | -7.7% | -4.8 | -0.2% | -4.6% | ?
`CSCCC(NC(=O)c1ccccc1Cl)C(=O)N1CCC1` (stereo not given) as listed: 6.6 | · | · | -0.8 | · | 0.9 | · | · | -0.1% | 2.3% | -4.3
`Cc1coc2cc3oc(=O)c(CCC(=O)N4CCC(C(=O)O)(c5ccccc5)CC4)c(C)c3cc12` as listed: -7.1 | 2.7% | -4.2% | -10.9 | · | -7.9 | 1.5% | 1.3 | -1.0% | 1.0% | -0.9
`COc1ccc(-c2nc3c4c(ncn3n2)-c2ccccc2CC42CCCC2)cc1` as listed: -2.3 | 11.7% | 9.2% | ? | -1.3% | -4.4 | 1.6% | -0.1 | -0.5% | 1.3% | -3.0

An excerpt of these results, with each value named:
O=C(O)c1ccc(S(=O)(=O)N2CCC(n3nnc4cc(C(F)(F)F)ccc43)CC2)cc1
  KCNH2 3.1 block: -2.8
  Menin-MLL TR inh: ·
  MLL CXXC-DNA inh: 10.8%
  Giardia kill: 3.6
  GALK inhibitor: 0.1%
  hERG WT inh: -2.9
  PKM2 act: ·
  Coupling enz: 1.1
  B2AR arrestin: -0.6%
  USP2a block: 1.3%
  TRPV1 agonist: 0.8
COc1ccc(-c2nc3c4c(ncn3n2)-c2ccccc2CC42CCCC2)cc1
  KCNH2 3.1 block: -2.3
  Menin-MLL TR inh: 11.7%
  MLL CXXC-DNA inh: 9.2%
  Giardia kill: ?
  GALK inhibitor: -1.3%
  hERG WT inh: -4.4
  PKM2 act: 1.6%
  Coupling enz: -0.1
  B2AR arrestin: -0.5%
  USP2a block: 1.3%
  TRPV1 agonist: -3.0

Bioassay records as filed in PubChem.
